Assay outcomes (PubChem)
TDP43 rescue: TDP-43 toxicity inhibition in yeast | TDP-43 expressing yeast growth rescue, BacTiter-Glo, 24 h | Potency, µM (series often up to 46.1 µM), inactives show at the highest dose growth rescue (activation), most hits filed as activators | 410,000 tested, 1.8% active | AID 652104; note: % of control where 0% means no effect; nearly all actives have a fitted effect of over 50% in size
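Yeast cells expressing TDP-43 under galactose induction are exposed to compounds for 24 hr at 30 deg C. BacTiter-Glo luminescence measures growth, so protective compounds score as activators.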
GLP-1R inv ag: GLP-1 receptor (human) inverse agonism; P43220; HEK293 GLP-1R CRE-luciferase, luminescence, 24 h; GLP-1R form is constitutively active; Potency, µM (highest dose often 38.3 µM), for the others: at the top dose activity change, negative = inhibition, hits mostly inhibitors; 410,000 tested, 1.6% active; AID 624417; note: % is set by controls: 0 for no effect and ±100 for the full control effect; nearly all actives have a fitted effect of over 55% in size
Target sequence (P43220 whole entry, looked up): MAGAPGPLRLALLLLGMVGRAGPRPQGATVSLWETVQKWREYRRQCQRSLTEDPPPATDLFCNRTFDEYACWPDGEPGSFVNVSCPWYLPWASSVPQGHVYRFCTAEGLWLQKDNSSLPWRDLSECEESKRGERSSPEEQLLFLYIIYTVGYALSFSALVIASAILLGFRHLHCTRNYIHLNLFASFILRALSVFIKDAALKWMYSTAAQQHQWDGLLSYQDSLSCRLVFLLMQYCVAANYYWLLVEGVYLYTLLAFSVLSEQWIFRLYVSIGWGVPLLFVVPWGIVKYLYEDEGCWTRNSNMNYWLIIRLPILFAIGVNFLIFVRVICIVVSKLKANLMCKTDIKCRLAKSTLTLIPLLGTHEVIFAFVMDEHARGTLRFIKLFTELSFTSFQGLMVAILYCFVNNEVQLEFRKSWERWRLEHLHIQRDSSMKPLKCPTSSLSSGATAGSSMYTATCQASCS
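HEK293 cells stably co-expressing constitutively active GLP-1R and a cAMP-responsive luciferase reporter were seeded in DMEM with 10% Nu serum, given compounds after 12 h, and incubated 24 h at 37 deg C. Luminescence was then read.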
HT1080NT lethal: kills 2HG-producing HT-1080-NT fibrosarcoma cells. HT-1080-NT fibrosarcoma viability, CellTiter-Glo ATP luminescence, 48 h. Potency, µM (titrated, usually from 46.1 µM), without a hit: at the highest dose activity, negative = less viability, actives largely listed as cytotoxic. 360,000 tested, 1.6% active. AID 686970;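 note: NT is the 2HG producing partner of a matched IDH1 knockdown line; 0% = DMSO-treated cells and -100% = media-only wells without cells; nearly all actives have a fitted effect of over 55% in size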
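Luminescent CellTiter-Glo readout after 48 hours of compound exposure at 37 degrees C defined viability of HT-1080-NT cells. Activity was normalized to DMSO wells and cell-free media wells; concentration-response curves were fitted and assigned curve classes.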
HT1080 IDH1KD tx: kills HT-1080 cells with IDH1 knockdown | HT-1080 IDH1 knockdown viability, ATP luminescence, 48 h | Potency, µM (highest dose often 46.1 µM), for inactives: at the top dose activity, negative = toxicity, actives largely listed as cytotoxic | 360,000 tested, 2% active | AID 686971;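 note: 0% = DMSO wells and -100% = cell-free medium wells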
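Viability of IDH1-knockdown HT-1080 fibrosarcoma cells was assessed by CellTiter-Glo after 48 h at 37 °C with titrated compound; concentration-effect curves were classified by fit quality and response size.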
GLP1R ag: GLP-1 receptor (human) agonism | P43220 | HEK293 GLP-1R CRE-luciferase, luminescence, 4-6 h; cells express a hypersensitive GLP-1R form | Potency, µM (series often up to 45.6 µM), for the others: top-dose activation, usual class: activators | 380,000 tested, 0.007% active | AID 624172; note: % of control where 0% means no effect
KB-3-1 tox: KB-3-1 parental cell cytotoxicity; KB-3-1 viability, CellTiter-Glo ATP luminescence, 72 h; Potency, µM (titrated, usually from 46.1 µM), for inactives: at the highest dose activity change, negative = cytotoxic, usual class: cytotoxic; 400,000 tested, 1.4% active; AID 1347075; note: % is set by controls: 0 for no effect and ±100 for the full control effect; nearly all actives have a fitted effect of over 60% in size
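Cells are dispensed, compounds pinned in, plates held at 37 °C for 72 h, then CellTiter-Glo is added and luminescence read after 10 minutes. Cell line: parental KB-3-1 in phenol-red-free DMEM, 10% FBS.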
GLP1R cytotox: cytotoxicity counter-screen for GLP-1 receptor inverse agonists. HEK293 cAMP-luciferase reporter cells, luminescence, 24 h. Potency, µM (series often up to 38.3 µM), without a hit: top-dose activity change, negative = inhibition, actives largely listed as inhibitors. 410,000 tested, 0.13% active;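 note: loss of luciferase light is scored as toxicity; % is set by controls: 0 for no effect and ±100 for the full control effect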
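1536-well qHTS counterscreen of the MLSMR; 200 cells/uL, 12 h pre-incubation, 23 nL cpd, 24 h at 37 deg C 5% CO2, luciferase detection reagent, 12 min RT, luminescence. Inhibition = undesired.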
KB-V1 cytotox: kills drug-selected multidrug resistant KB-V1 cells; KB-V1 MDR cells viability, CellTiter-Glo, 72 h; 400,000 tested, 3.4% active; Potency, µM (series often up to 46.1 µM), without a hit: at the highest dose activity change, negative = cytotoxicity, usual class: cytotoxic; AID 1347076; note: % is set by controls: 0 for no effect and ±100 for the full control effect; nearly all actives have a fitted effect of over 60% in size
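Drug-selected KB-V1 cells, grown in DMEM lacking phenol red with 10% FBS, receive compound titrations; after three days at 37 degrees C, surviving cell ATP is quantified by CellTiter-Glo luminescence and responses normalized and curve-fitted.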
SW480 rereplic: inducers of DNA re-replication in SW480 colon cancer cells. SW480 DNA re-replication, Hoechst DNA content imaging, 48 h. 340,000 tested, 1.8% active. Potency, µM (top dose mostly 46.1 µM), for the others: at the top dose re-replication activation, usual class: activators; note: % of control where 0% means no effect; nearly all actives have a fitted effect of over 55% in size
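Treated cells incubate 48 hr (37 C, 5% CO2), are stained 40 min with Hoechst, and nuclear fluorescence is enumerated; a rise in nuclei with high DNA signal marks re-replication.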
Numbers without * were called inactive; ? = inconclusive; nt = not tested or not shown; [ ] = another dose, or the depositor's remark. Calls come from the whole dose curve; as a rule, active = well fitted curve in the direction sought with a large enough effect; inconclusive = small, poorly fitted or top-dose-only effect, or another doubt; inactive = no such curve, though single readings can be large; an effect the other way counts as inactive or inconclusive. Potency is the fitted concentration of half-maximal effect. No enrichment for hits (roughly 9.4% active in at least one column).

SMILES	TDP43 rescue	GLP-1R inv ag	HT1080NT lethal	HT1080 IDH1KD tx	GLP1R ag	KB-3-1 tox	GLP1R cytotox	KB-V1 cytotox	SW480 rereplic
C/C=C/c1ccc(OCCCNCC(C)O)c(OC)c1 (configuration not stated)	-17%	5.6µM*	-20%	-15%	0%	-13%	-12%	0%	-2%
CCN(CC)Cc1ccc(NC(=O)c2sc3cc(Cl)ccc3c2Cl)cc1	-37%[inhibitor]	?	7.3µM*	23µM*	4%	?	?	?	?
Cc1ccc2c(c1)[C@@H]1[C@H](CO2)[C@H](c2ccccc2)[C@@]2(C)C(=O)N[C@H](C)C(=O)N12	5%	-2%	10%	9%	-2%	11%	4%	?	11%
CCC1(CC)Cc2ccccc2-c2nc(NCCO)[nH]c(=O)c21	-11%	?	-16%	?	-4%	?	-11%	-35%	0%
CNNC(=O)C(=O)NNS(=O)(=O)c1ccccc1	7%	-2%	-2%	5%	16%	-1%	-12%	-7%	-2%
Nc1nonc1-c1nc2ccccc2n1Cc1ccc(F)cc1Cl	1%	?	-2%	-2%	-8%	-5%	0%	-6%	?
COc1cccc(-c2cc(C(=O)NCCc3ccccc3)no2)c1	-11%	0%	6%	17%	-13%	?	9%	?	-3%
CC(C)N(CC#CC(O)(c1ccccc1)c1ccccc1)C(C)C	-19%	?	-18%	-14%	-2%	0%	2%	?	-2%
Cc1cccc(N(CC(=O)NC(C)(C)C)C(=O)CNC(=O)c2cccs2)c1	-14%	5%	14%	3%	7%	1%	6%	1%	-2%
COc1ccccc1OCC(=O)Nc1cc2c(cc1C(=O)O)OCCCO2	11%	11%	8%	5%	0%	4%	5%	3%	-16%
CC(C)Cn1c(N)c(C(=O)COC(=O)c2c(O)c(Cl)cc(Cl)c2Cl)c(=O)n(C)c1=O	25µM*	14%	0%	-1%	5%	-27%	1%	?	5%
Cc1c(Br)cc(C(=O)N2CCCCCC2)c(C)c1C	?	10µM*	-1%	-25%	0%	7%	0%	1%	11%[9.22 µM]
O=C1O/C(=C/C(=O)N2CCOCC2)c2ccccc21	-1%	12%	25%	15%	-15%	-1%	-10%	2%	10%
CC(C)(O)C#Cc1ccccc1C(=O)NC(CC(N)=O)C(=O)O (configuration not stated)	0%	26%	13%	18%	-15%	16%	-2%	7%	-3%
O=C(Cn1nnc(-c2ccccc2)n1)NNC(=O)c1ccco1	6%	9%[7.66 µM]	-1%	13%	-3%	-17%	3%[7.66 µM]	-11%	-9%
COc1ccc(/C=C(\NC(=O)c2ccc(OC)cc2)C(=O)NC(CCSC)C(=O)O)cc1 (configuration not stated)	20%	0%	12%	18%	-1%	8%	1%	0%	6%
O=C(Cn1nnc(-c2ccccc2)n1)NC1CCS(=O)(=O)C1 (configuration not stated)	10%	10%	1%	0%	3%	-3%	-21%	4%	-2%
O=C1[C@H]2[C@@H](c3ccccc3)N[C@]3(CCCN(Cc4ccc(C(F)(F)F)cc4)C3=O)[C@H]2C(=O)N1Cc1ccccc1	?	11µM*	?	?	-4%	0%	-1%	0%	nt
O=C(NCCc1csc(-c2cccnc2)n1)c1ccc(F)c(F)c1	?	-9%	nt	nt	7%	-18%	4%	13µM*	nt
[O-]/[N+](=C\c1ccco1)c1ccc(Cl)cc1	14%	-11%	-1%	0%	-1%	-2%	-42%	9%	-7%
CC(=O)N1c2ccc(S(=O)(=O)N3CCC(C(=O)N4CCC(C)CC4)CC3)cc2CC1C (configuration not stated)	-9%	0%	-1%	-4%	-2%	-28%	-2%	-31%	2%
CCOc1ccc(N2CC(O)Cn3c2nc2c3c(=O)n(CCCc3ccccc3)c(=O)n2C)cc1 (configuration not stated)	11%	5.6µM*	-22%	-26%	2%	-5%	-33%	3%	0%
COc1cccc(-n2cc(C(=O)Oc3ccc(F)cc3)c3ccccc3c2=O)c1	?	-14%	nt	nt	nt	3%	10%	-6%	nt
c1cc(-c2sc(-c3ccncc3)c(-c3ccncc3)c2-c2ccncc2)ccn1	-9%	-24%	-22%	-29%	8%	8%	?	-16%	14%
c1ccc(-c2nnc(-c3ccccn3)s2)nc1	-22%	?	-4%	-6%	-1%	?	1%	-19%	-8%
Cc1ccc(C)c(S(=O)(=O)N2CCN(C(=O)Cn3cnc4c3c(=O)n(C)c(=O)n4C)CC2)c1	-2%	18%	2%	-1%	16%	12%	-10%	-1%	nt
O=C(Nc1ccccc1Br)c1ccccc1-c1ccccc1	-29%	?	?	?	-1%	7.3µM*	?	?	16µM*
CC(=O)c1ccc(OCC(C)Oc2ccc(C#N)cc2)cc1 (configuration not stated)	?	11%	0%	-12%	16%	-9%	4%	?	-4%
CC1CCCCC1NC(=O)CSc1nnc(COc2ccccc2Cl)o1 (configuration not stated)	5%	-24%	4%	1%	-6%	-2%	-4%	0%	2%
COc1ccc(CC(=O)NNC(=O)CCc2ccccc2)cc1OC	2%	14%	6%	8%	0%	11%	5%	6%	-1%

Single records (already shown).
`O=C(Nc1ccccc1Br)c1ccccc1-c1ccccc1` is listed with TDP43 rescue = -29%; GLP-1R inv ag = ?; HT1080NT lethal = ?; HT1080 IDH1KD tx = ?; GLP1R ag = -1%; KB-3-1 tox = 7.3µM*; GLP1R cytotox = ?; KB-V1 cytotox = ?; SW480 rereplic = 16µM*
`CC(=O)c1ccc(OCC(C)Oc2ccc(C#N)cc2)cc1` (configuration not stated) is listed with TDP43 rescue = ?; GLP-1R inv ag = 11%; HT1080NT lethal = 0%; HT1080 IDH1KD tx = -12%; GLP1R ag = 16%; KB-3-1 tox = -9%; GLP1R cytotox = 4%; KB-V1 cytotox = ?; SW480 rereplic = -4%

Continuation:
SMILES	TDP43 rescue	GLP-1R inv ag	HT1080NT lethal	HT1080 IDH1KD tx	GLP1R ag	KB-3-1 tox	GLP1R cytotox	KB-V1 cytotox	SW480 rereplic
O=C(Nc1ccccc1Cl)/C(Cl)=C(\Cl)S(=O)c1ccccc1 (configuration not stated)	?	?	21µM*	6.5µM*	-6%	6.5µM*	?	?	?
Cc1cccc2c(=O)cc(CSc3ccccc3NC(=O)c3cccc(Cl)c3)[nH]c12	5%	-23%	nt	nt	nt	-14%	-26%	1%	nt
COC(=O)[C@]12CCCCC=C1N(CCc1ccc(OC)c(OC)c1)C(=O)[C@H](CC(=O)NCC13CC4CC(CC(C4)C1)C3)C2	-12%	?	?	?	nt	?	-2%	18µM*	nt
CCOC(=O)C1CCN(C(=O)COC(=O)CNC(=O)c2ccc(OC)cc2)CC1	-13%	5%	8%	23%	8%	-3%	3%	4%	2%
Cc1ccc(OCc2nnc(NC(=O)c3ccco3)s2)c(C)c1	-9%	-16%	-10%	10%	0%	0%	8%	-17%	-29%
CC(C)n1cc(C(=O)N2CCCC(N3CCN(c4ccc(F)cc4)CC3)C2)cn1 (configuration not stated)	-5%	4%	19%	7%	-6%	8%	-1%	15%	-6%
Cc1ccc(C(=O)NC2CCN(S(=O)(=O)c3ccccc3)CC2)cc1	?	-9%	-5%	-18%	1%	1%	1%	?	0%
CCCCCC(=O)N(c1ccc(OCC)cc1)S(=O)(=O)c1ccc2c(c1)n(C)c(=O)n2C	-7%	0%	nt	nt	nt	5%	5%	0%	nt
Cc1ccc(N(CC(=O)NC(C)(C)C)C(=O)CS(=O)CC(=O)Nc2ccc3c(c2)OCO3)cc1 (configuration not stated)	-1%	-18%	0%	5%	-4%	5%	-18%	4%	-3%
CCOc1ccc(C(=O)CCC(=O)Nc2cc(C)ccn2)cc1	13%	4%	0%	1%	5%	-4%	-4%	-14%	1%
COc1ccc(S(=O)(=O)n2nc(-c3ccco3)nc2NCc2ccc(OC)c(OC)c2)cc1	-1%	44%[activator]	nt	nt	nt	-1%	-6%	-2%	nt
CCC(C(=O)NC(C)CCc1ccccc1)n1nc(C)n2c(cc3occc32)c1=O (configuration not stated)	20%	?	-2%	-13%	0%	6%	-11%	6%	1%
Fc1ccc2cnc(CCO[C@H]3CCCCO3)cc2c1	-36%[inhibitor]	5%	-10%	-7%	-1%	-10%	2%	13%	17%
O=C(c1n[nH]c(=O)c2ccccc12)N1CCN(c2ccc(F)cc2)CC1	6%	8%	2%	0%	-1%	-3%	1%	-4%	-4%[9.22 µM]
C#CCOCCOCCOCCNc1nc(N2CCN(C(=O)[C@H]([C@@H](C)CC)n3cc([C@@H](N)CC(C)C)nn3)CC2)nc(N2CCN(C(=O)[C@H](Cc3ccc(O)cc3)n3cc([C@@H](N)C(C)CC)nn3)CC2)n1 (some centres not stated)	-1%	16%	-1%	3%	-3%	16%	3%	2%	1%
N#Cc1ccc(CSc2nnc(-c3ccccc3)n2Cc2ccco2)cc1	14%	?	-9%	?	-11%	1%	-3%	3.7µM*	-1%
Cc1cccc(OCc2nnc(SCC(=O)Nc3ncc(C)s3)o2)c1	10%	8%	1%	5%	1%	-7%	7%	1%	3%
Cc1cccc(N2CCN(C(=O)C3CCN(S(=O)(=O)c4cccc5nsnc45)CC3)CC2C)c1 (configuration not stated)	-4%	?	-2%	-4%	-18%	-7%	-19%	?	1%
Cc1cc(NCc2cccnc2)no1	-13%	15%	0%	14%	7%	18%	-1%	?	-5%
CCOC(=O)c1sc(NC(=O)c2c(OC)cccc2OC)nc1C	8%	7%	-7%	-6%	11%	-1%	70%[activator]	4%	-7%
CCCC(=O)N1CCC1(C)C(=O)NS(=O)(=O)c1cc(C)ccc1F (configuration not stated)	10%	12%	23%	20%	-6%	4%	-1%	0%	nt
CC(C)(C)C(=O)NCc1ccc(C(=O)CSc2nnc3n2CCCCC3)s1	5%	13%	-1%	2%	9%	6%	3%	25%	nt
O=C(CN(Cc1ccccc1Cl)C(=O)CCC(=O)Nc1nccs1)NCC1CCCO1 (configuration not stated)	-6%	5%	3%	12%	4%	-19%	6%	?	-2%
